LDHA inh – blocks human lactate dehydrogenase A; purified LDHA, NADH/diaphorase-resazurin fluorescence; stronger effect = lower value; actives 0.15% (n = 480,000); P00338; activity change, % (values are at about 110 or 230 µM); in the data active = activity change below about -30%;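 also: plate controls were DMSO wells for no effect and wells without enzyme for full effect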
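Resorufin fluorescence (ex540/em590), read at 0 and 20 min after diaphorase/resazurin addition, reports the NADH left after a 5 min room-temperature reaction of 2 nM human LDH5 with 0.06 mM NADH and 0.2 mM pyruvate.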
* hit, by the source's call; & = joins results of further samples. This is a subset (hit frequency here may not be typical).

LDHA inh | SMILES
-8 | CCOC(=O)C1=C(CS(=O)(=O)c2ccc(Cl)cc2)NC(=O)NC1c1ccc(SC)cc1 (centres undefined)
4 | CCCCNC(=O)C1c2ccccc2OCC(=O)N1Cc1ccccc1 (centres undefined)
4 | O=S(=O)(c1ccc2nc(NCCN3CCN(c4ccccc4F)CC3)ccc2c1)N1CCCC1
-3 | O=C(/C=C/Nc1cccc(C(F)(F)F)c1)c1ccc(Br)cc1
-9 | O=C(O)C(c1c[nH]c2cc(Cl)ccc12)N1CCN(C(c2ccccc2)c2ccccc2)CC1 (centres undefined)
2 | Fc1cccc(-c2nc(COc3ccc(Oc4ccccn4)cc3)co2)c1
-8 | O=[S+]([O-])(c1ccc2c(c1)OCCO2)N1CCN([S+](=O)([O-])c2c(Cl)cc(Cl)cc2Br)CC1
7 | CC(C)OC(=O)c1ccc(NC(=O)C2=Cc3cc(Br)ccc3OC=C2)cc1
0 | O=C(NC1CCCCCCC1)C1CCN(Cc2nc(-c3ccccc3)no2)CC1
0 | Cc1ccc(C)c(NC(=O)c2csc3c2CCCCC3)c1
-3 | CCN(Cc1ccc(OCc2ccccc2)cc1)C(=O)c1ccc2c(c1)OCO2
0 | N#Cc1ccccc1-c1ccc(COC(=O)C2CCCO2)cc1 (centres undefined)
-5 | O=C(CCc1cc(Cl)no1)N(CCS(=O)(=O)N1CCCC1)Cc1ccncc1
-2 | CCOc1ccc(N(C(C)C(=O)N(Cc2ccccc2)Cc2ccccc2)S(C)(=O)=O)cc1 (centres undefined)
-3 | CCOC(=O)[C@]12CCC=C1N(Cc1ccc3c(c1)OCO3)C(=O)[C@H](CC(=O)NCC1CCCCC1)C2

Taken from above.
Reading of CCCCNC(=O)C1c2ccccc2OCC(=O)N1Cc1ccccc1 (centres undefined) under LDHA inh: 4
Reading of N#Cc1ccccc1-c1ccc(COC(=O)C2CCCO2)cc1 (centres undefined) under LDHA inh: 0
Reading of Fc1cccc(-c2nc(COc3ccc(Oc4ccccn4)cc3)co2)c1 under LDHA inh: 2

Next section.
LDHA inh | SMILES
2 | OC(C#CCN1CCOCC1)c1ccccc1 (centres undefined)
-11 | Cc1cccc(NC(=O)CSc2nc3c(c(=O)n2CCc2ccccc2)SCC3)c1
1 | COC(=O)c1scc(-c2ccc(C)cc2)c1S(=O)(=O)Nc1cccc(C)c1
4 | CC(=O)Nc1ccc2nc(-c3ccccc3C)oc2c1
2 | O=c1c2ccccc2nc2sc(NCc3ccc(Sc4ccccc4)cc3)nn12
1 | CNC(=O)c1ccc(CN(Cc2ccco2)C(=O)c2cc3ccc(C)cc3[nH]2)cc1
3 | CN(CC(=O)Nc1cccc(F)c1)C(=O)C1CCN(c2ccc(C#N)cn2)CC1
-2 | C=CCNC(=O)c1ccccc1CSc1nc2ccccc2o1
-13 | CC(Nc1sc(S(C)(=O)=O)nc1S(=O)(=O)c1ccc(Cl)cc1)c1ccccc1 (centres undefined)
6 | COC(=O)c1cccc(NC(=O)C2CCCN(S(=O)(=O)Cc3ccccc3Cl)C2)c1C (centres undefined)
2 | O=C(CN(Cc1ccc2c(c1)OCO2)C1CCCC1)Nc1ccc2[nH]c(=O)[nH]c2c1
1 | CCC(CC)NC(=O)Cc1cccs1
4 | CN(Cc1ccc2c(c1)OCCO2)Cc1ncc(C(C)(C)C)o1
1 | Cc1ccc(-c2noc(CCn3c(=O)[nH]c4cc5c(cc4c3=O)OCO5)n2)cc1
-3 | COCCCNc1nc2c(c(=O)n(C)c(=O)n2C)n1Cc1cccc(Cl)c1

Following part:
LDHA inh | SMILES
-7 | NC(=O)C(Oc1cc(Cl)ccc1Cl)c1ccccc1 (centres undefined)
14 | CCCCn1c(=O)[nH]c(=O)c2c1nc(COC(=O)C1(c3ccccc3)CCC1)n2CCC
-22 | COc1ccc(Oc2coc3cc(OC(C)C(=O)OC4CCCCC4)ccc3c2=O)cc1 (centres undefined)
-7 | Cc1ccc(CCC(=O)Nc2cnc3ccccc3c2)cc1
-4 | COc1ccc(C(C)=O)cc1CSc1c(C)c(C)cc(C)c1C
9 | O=C(/C=C/c1cnc2ccccc2n1)NCc1ccccn1
5 | COc1ccc(CN(Cc2ccccc2)C(=O)c2ccccc2N)cc1COc1ccc(NC(C)=O)cc1
4 | COC[C@@H]1CCCN1c1ccc2c(c1)O[C@@H](COCc1ccccc1)CN([C@@H](C)c1ccccc1)S2(=O)=O
-6 | CC(C)[C@H](NC(=O)C12CC3CC(CC(C3)C1)C2)C(=O)O
8 | N#CC1=C(N)OC2=C(C(=O)CCC2)C1c1ccc(C(F)(F)F)cc1 (centres undefined)
-5 | Cc1ccc(-c2nnn(CC(=O)N3N=C(c4ccc(Cl)cc4)CC3c3ccco3)n2)cc1 (centres undefined)
-2 | Cc1ccc(NC(=O)Cc2nc(-c3ccccc3)oc2C)nc1
-1 | Cc1nn(C)c(Cl)c1C=O
10 | COc1ccc(Cl)cc1NC(=O)Cn1c(=O)cc(C(=O)N2CCCC2)c2ccccc21
1 | CCOC(=O)c1sc(NC(=O)Nc2cccc(Cl)c2)nc1C

A different layout for some results above.
> CC(C)[C@H](NC(=O)C12CC3CC(CC(C3)C1)C2)C(=O)O
  LDHA inh: -6
> N#CC1=C(N)OC2=C(C(=O)CCC2)C1c1ccc(C(F)(F)F)cc1 (centres undefined)
  LDHA inh: 8

(further entries)
LDHA inh | SMILES
-6 | Cc1ccc(NC(=O)Cn2nc(C)c3ccccc32)c(C)c1
-2 | Cn1ncc2c(Sc3nnc(-c4ccccc4)n3-c3ccc(F)cc3F)ncnc21
4 | Cc1sc(/N=C/c2ccc(Br)cc2)c(C#N)c1C
-16 | CN1CCN(/C=C/C(=O)C(F)(F)F)CC1
-2 | Cc1c(-c2ccccc2)sc2ncn(CC(=O)NC3CCCc4ccccc43)c(=O)c12 (centres undefined)
12 | Cc1ccc(C2C(C(=O)c3cccs3)=C(O)C(=O)N2CCc2ccccc2)cc1 (centres undefined)
-6 | Cc1ccccc1S(=O)(=O)N1C(c2ccc(Cl)cc2)CC=C(C(=O)O)C1c1cccc(Cl)c1 (centres undefined)
6 | Nc1nccnc1C(=O)NCCc1ccc(C(F)(F)F)cc1
-1 | CC(C)(C)OC(=O)Cc1nnc(-c2cc3ccccc3[nH]2)s1
47 | COc1cc(OC)c2[nH]c(C(=O)OC(C)C(=O)c3ccccc3)cc2c1 (centres undefined)
0 | Cc1cc(C)c(NC(=O)COC(=O)c2cccc(O)c2)c(Cl)c1
-3 | CSc1nc2n(n1)C(C(=O)Nc1ccccc1C(F)(F)F)CC(=O)N2 (centres undefined)
-9 | Cc1ccc(NC(=O)c2cn(-c3ccc4c(c3)OCCO4)nn2)cc1Cl
9 | COC(=O)c1ccc(C)c(NC(=O)CN2c3ccc(C(C)C)cc3-c3ccccc3S2(=O)=O)c1
-2 | Cc1cc(Br)ccc1NC(=O)CCn1cnc2c1c(=O)n(C)c(=O)n2C

Going on with the list:
LDHA inh | SMILES
1 | Cc1ccc(-c2nc(CS(=O)CC(=O)Nc3ccc(C)c(C)c3)cs2)cc1 (centres undefined)
1 | CC(Cc1cccs1)N(Cc1ccccc1)C(=O)c1cccc(S(=O)(=O)N2CCOCC2)c1 (centres undefined)
6 | Brc1cccc(-c2nc3ccccc3o2)c1
0 | COc1cc(COc2ccc(C(C)=O)cc2)c(OC)cc1Br
1 | O=C(COC(=O)C1=COCCO1)Nc1cccc(S(=O)(=O)N2CCCC2)c1
-25 | O=C(NCCc1cccc(F)c1)C1CC=CCC1 (centres undefined)
6 | Cc1ccc(C2(C)N(O)C(C)C(c3cccs3)=[N+]2[O-])cc1 (centres undefined)
-7 | CCOC(=O)c1nc2ccccc2nc1N1CCN(c2cccc(C)c2C)CC1
5 | Cc1ccc2cc(/C=C/C(=O)c3c(C)coc3C)c(Cl)nc2c1
0 | Cn1ncc(C(=O)NCc2cccs2)c1-n1cccc1
-8 | COc1ccc(-c2ccc3c(c2)c(Sc2ccccc2)c(-c2ccccc2)n3C)cn1
5 | O=C(COC(=O)c1ccc(F)cc1[N+](=O)[O-])c1ccc(Br)cc1
6 | CC(C)NC(=O)C1C(c2ccc(C(F)(F)F)cc2)=Nc2ccccc2N1C(=O)c1ccccc1 (centres undefined)
1 | C=CCNC(=O)C(C)N1CCN(c2oc(-c3ccco3)nc2C#N)CC1 (centres undefined)
-2 | Cc1cc(=O)n(CC(=O)N2CCCCC2C)c(-c2ccccc2)n1 (centres undefined)

(list continues)
LDHA inh | SMILES
-8 | CCc1ccc(-c2nn(C)c(=O)c3c2CCCC3)cc1S(=O)(=O)Nc1ccccc1
-2 | CC(=O)c1sc(NC(=O)c2nn(Cc3ccccc3)c(=O)c3ccccc23)nc1C
2&2 | CC(C)C1CC(CCN2CCOCC2)(c2ccccc2)CCO1 (centres undefined)
4 | CC1CCN(S(=O)(=O)c2cn(CC(=O)Nc3cccc(-c4ccno4)c3)cn2)CC1
-8 | COc1cccc(-c2ccc(=O)n(CC(=O)NCCc3ccc(OC)c(OC)c3)n2)c1
0 | O=C(O)c1ccc(CNCc2ccsc2)cc1
2 | CCc1ccc(N2C=C(C(=O)OC)C(c3ccc(OC)cc3)C(C#N)=C2N)cc1 (centres undefined)
5 | O=C(Cn1nc(N2CCCCC2)c2ccccc2c1=O)Nc1ccc(Cl)cc1
-6 | O=C(Nc1ccc(Cl)c(C(F)(F)F)c1)c1c(F)cccc1F
-2 | CC(C)c1ccc(-c2nonc2NC(=O)c2cc(=O)c3ccc(Br)cc3o2)cc1
-20 | O=C(Cn1ncc2ccccc2c1=O)Nc1ccc(F)c(F)c1
3 | CCCCn1c(=O)[nH]c(=O)c2c1nc(CCc1ccccc1)c(=O)n2CCOC
9 | COc1cc(/C=C(/C#N)c2nc3ccccc3[nH]2)ccc1OC(F)F
-3 | CCCNC(=O)C(C)S(=O)(=O)Cc1cc(Cl)c2c(c1)OCO2 (centres undefined)
8 | Ic1ccc(SN(Cc2ccco2)Sc2ccc(I)cc2)cc1

3 entries from above, sorted by SMILES length, descending.
LDHA inh | SMILES
-6 | CC(C)[C@H](NC(=O)C12CC3CC(CC(C3)C1)C2)C(=O)O
-1 | CC(C)(C)OC(=O)Cc1nnc(-c2cc3ccccc3[nH]2)s1
6 | Brc1cccc(-c2nc3ccccc3o2)c1

Further compounds.
LDHA inh | SMILES
12 | CCNc1c(NC(=O)NCC(C)C)c(=O)oc2ccccc12
8 | Cc1ccccc1/C=C(/C#N)c1nc2ccccc2s1
9 | CCOC(=O)c1ccc(N2CCN(CC)CC2)c(NC(=O)COc2ccc(C(C)(C)C)cc2)c1
0 | Cc1c(B2OC(C)(C)C(C)(C)O2)cnn1C
-9 | CCOc1ccc(C(C)=O)cc1COC(=O)C(C)NC(=O)c1ccccc1 (centres undefined)
-7 | CN1CCN(NC(=S)NCCc2ccccc2)CC1
0 | COc1cccc(CNC(=O)c2nc(-c3ccccc3)oc2C)c1
-31* | c1cc2c3c(cccc3c1)/C(=N/OCC1CO1)C2 (centres undefined)
2 | O=C(OCc1ccc(I)cc1)c1ccc([N+](=O)[O-])cc1
-15 | Cc1cc(=O)c(C(=O)OCC#N)nn1-c1cccc(C(F)(F)F)c1
0 | Cc1ccc(C)c(NCc2nnc(-c3ccc(Br)cc3)o2)c1
1 | O=C(Oc1ccc(Oc2ccccc2)cc1)C1CCCCC1
-1 | Cc1cccc(OCc2ccc(C(N)=O)cc2)c1
1 | CCCN(Cc1ccccc1)C(=O)c1ccc(NC(C)=O)s1
-5 | O=C(c1cccc(S(=O)(=O)N2CCOCC2)c1)N(Cc1ccco1)C1CCS(=O)(=O)C1 (centres undefined)

(cont.)
LDHA inh | SMILES
-6 | CCN(CC)Cc1ccc(CNC(=O)CCC2CCCC2)cc1
2 | O=[N+]([O-])/C(=C(\Sc1ccc(Cl)cc1)c1ccccc1)c1ccccc1
2 | COc1ccc(-c2nc(CS(=O)(=O)CC(=O)NCCc3ccc(Cl)cc3)c(C)o2)cc1
6 | O=C(NC(C1CC1)C1CC1)c1cc2ccccc2oc1=O
7 | O=C(c1cc(-c2ccc3c(c2)OCO3)nc2ccccc12)N1CCN(Cc2ccc3c(c2)OCO3)CC1
0 | Cc1c(Cl)cccc1NC(=O)c1nc2ccccc2nc1N1CCN(C)CC1
14 | CC(C)(C)c1nc(CSc2n[nH]c(-c3ccccc3Br)n2)no1
10 | O=C(Nc1ccc(F)cc1)C(c1ccccc1)N1CCN(C(=O)C2CC2)CC1 (centres undefined)
1 | Cc1nc(SC(C)C)c2c(=O)n(C)c(=O)n(CC(C)C)c2n1
-4 | Cc1ccc(-c2cn3c4ccccc4nc3n2CCCN2CCCC2)cc1
8 | CCCn1c(-n2nc(C)c(C)c2C)nc2c1c(=O)n(CCN1CCOCC1)c(=O)n2C
8 | CC(=O)c1cccc(-n2cccc2)c1
7 | Cc1cccn2c(=O)c3cc(C(=O)N4CCC(C)CC4)sc3nc12
8 | O=c1oc2ccccc2c(Sc2ccccc2)c1Sc1ccccc1
7 | COc1ccc(C(CNC(=O)CCc2nnc(-c3ccsc3)o2)N(C)C)cc1 (centres undefined)

Next part
LDHA inh | SMILES
7 | O=c1c(Oc2ccccc2)coc2cc(OCc3ccc(Cl)cc3)ccc12
9 | COc1cccc(C2C(C(=O)Nc3ccccc3)=C(C)Nc3nc(SC)nn32)c1OC (centres undefined)
1 | N#CC1=C(N)OC2=C(C(=O)CCC2)C1c1ccc(C#N)cc1 (centres undefined)
11 | NC(=S)N/N=C/c1ccc2ccccc2n1
0 | Cc1cccc(-c2nc(C#N)c(N3CCN(C(=O)c4ccc(F)cc4)CC3)o2)c1
0 | ON(/C=C1\C=Nc2ccccc21)c1ccc(Br)cc1
6 | COc1ccc(Cc2nnc(C(=O)NCCN3CCN(c4cccc(Cl)c4)CC3)o2)cc1OC
1 | Cn1c(=O)c2c(c3ccccc31)OC(=O)CC2c1c[nH]c2ccccc12 (centres undefined)
7 | CCc1ccc(C(=O)NCc2ccnc(N3CCN(C)CC3)c2)s1

Reformatted: entries from further up
compound | LDHA inh
ON(/C=C1\C=Nc2ccccc21)c1ccc(Br)cc1 | 0
COc1ccc(Cc2nnc(C(=O)NCCN3CCN(c4cccc(Cl)c4)CC3)o2)cc1OC | 6
Cn1c(=O)c2c(c3ccccc31)OC(=O)CC2c1c[nH]c2ccccc12 (centres undefined) | 1
